Anesthetic bind: qHTS Assay for Identification of Novel General Anesthetics; Potency, µM (titrated, usually from 77.5 µM), for the others: at the top dose activity change, negative = displacement, usual class: inhibitors; apoferritin/1-aminoanthracene competitive binding, fluorescence; AID 485281, 2010; 0.074% of 350,000 active; Ferritin light chain (Equus caballus), P02791; note: potency is the fitted concentration of half-maximal effect; % is set by controls: 0 for no effect and ±100 for the full control effect; nearly all actives have a fitted effect of over 20% in size
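10 uM apoferritin + 50% sat. 1-AMA, PBS; cpd 10 min RT; Ex380/Em535 endpoint; normalized to free probe vs complex; 4-param Hill fit; propofol titration as pos. ctrl.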
APEX1 inh: qHTS Assay for Inhibitors of the Human Apurinic/apyrimidinic Endonuclease 1 (APE1); DNA repair nuclease/redox regulator APEX1 (Homo sapiens), P27695; recombinant APE1, TAMRA/BHQ-2 abasic DNA cleavage fluorescence; Potency, µM (series often up to 65.8 µM), for the others: top-dose activity change, negative = inhibition, hits mostly inhibitors; 0.35% of 350,000 active; AID 2517, 2012;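 note: potency is the fitted concentration of half-maximal effect; plate controls were vehicle for no effect and reference inhibitor for full effect; nearly all actives have a fitted effect of over 55% in size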
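Substrate: short duplex with […] THF abasic site, 5'-TAMRA and 3'-BHQ-2, 50 nM final. APE1 at 0.75 nM, preincubated 15 min RT with compound. Fluorescence increase from first to third read measured activity.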
Glioma ERSR ind: qHTS for Inducers of the Endoplasmic Reticulum Stress Response (ERSR) in Human Glioma: qHTS | Potency, µM, for inactives: top-dose activation, most hits filed as activators | U87-MG GRP78 promoter luciferase reporter, 16 h | 0.02% of 420,000 active; note: potency is the fitted concentration of half-maximal effect; series mostly up to about 76 µM; % of control where 0% means no effect; nearly all actives have a fitted effect of over 35% in size
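Stably transfected U87-MG glioma cells carrying a GRP78-based luciferase sensor; 16 h compound incubation. Luminescence end-point read 10 min after Bright-Glo addition at room temperature.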
Pol iota inh: qHTS for Inhibitors of Polymerase Iota; Potency, µM (top dose mostly 115 µM), without a hit: at the highest dose activity, negative = inhibition, hits mostly inhibitors; Pol iota fluorescent replication assay, 10 min; 1% of 390,000 active; note: potency is the fitted concentration of half-maximal effect
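Fluorescent replication assay read twice, at 0 min and 10 min after adding 50 nM (final) substrate. Enzyme (10 nM) and compounds were first incubated 15 min at room temperature; enzyme-free buffer wells were negative controls.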
BLM inh: qHTS Assay for Inhibitors of Bloom's syndrome helicase (BLM). recombinant BLM DNA unwinding, fluorescence dequenching. 0.2% of 350,000 active. AID 2528, 2010. Potency, µM (top dose mostly 56.1 µM), inactives show top-dose activity change, negative = inhibition, hits mostly inhibitors;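 note: potency is the fitted concentration of half-maximal effect; plate controls were vehicle for no effect and no enzyme for full effect; nearly all actives have a fitted effect of over 35% in size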
Target sequence (P54132 whole entry, looked up): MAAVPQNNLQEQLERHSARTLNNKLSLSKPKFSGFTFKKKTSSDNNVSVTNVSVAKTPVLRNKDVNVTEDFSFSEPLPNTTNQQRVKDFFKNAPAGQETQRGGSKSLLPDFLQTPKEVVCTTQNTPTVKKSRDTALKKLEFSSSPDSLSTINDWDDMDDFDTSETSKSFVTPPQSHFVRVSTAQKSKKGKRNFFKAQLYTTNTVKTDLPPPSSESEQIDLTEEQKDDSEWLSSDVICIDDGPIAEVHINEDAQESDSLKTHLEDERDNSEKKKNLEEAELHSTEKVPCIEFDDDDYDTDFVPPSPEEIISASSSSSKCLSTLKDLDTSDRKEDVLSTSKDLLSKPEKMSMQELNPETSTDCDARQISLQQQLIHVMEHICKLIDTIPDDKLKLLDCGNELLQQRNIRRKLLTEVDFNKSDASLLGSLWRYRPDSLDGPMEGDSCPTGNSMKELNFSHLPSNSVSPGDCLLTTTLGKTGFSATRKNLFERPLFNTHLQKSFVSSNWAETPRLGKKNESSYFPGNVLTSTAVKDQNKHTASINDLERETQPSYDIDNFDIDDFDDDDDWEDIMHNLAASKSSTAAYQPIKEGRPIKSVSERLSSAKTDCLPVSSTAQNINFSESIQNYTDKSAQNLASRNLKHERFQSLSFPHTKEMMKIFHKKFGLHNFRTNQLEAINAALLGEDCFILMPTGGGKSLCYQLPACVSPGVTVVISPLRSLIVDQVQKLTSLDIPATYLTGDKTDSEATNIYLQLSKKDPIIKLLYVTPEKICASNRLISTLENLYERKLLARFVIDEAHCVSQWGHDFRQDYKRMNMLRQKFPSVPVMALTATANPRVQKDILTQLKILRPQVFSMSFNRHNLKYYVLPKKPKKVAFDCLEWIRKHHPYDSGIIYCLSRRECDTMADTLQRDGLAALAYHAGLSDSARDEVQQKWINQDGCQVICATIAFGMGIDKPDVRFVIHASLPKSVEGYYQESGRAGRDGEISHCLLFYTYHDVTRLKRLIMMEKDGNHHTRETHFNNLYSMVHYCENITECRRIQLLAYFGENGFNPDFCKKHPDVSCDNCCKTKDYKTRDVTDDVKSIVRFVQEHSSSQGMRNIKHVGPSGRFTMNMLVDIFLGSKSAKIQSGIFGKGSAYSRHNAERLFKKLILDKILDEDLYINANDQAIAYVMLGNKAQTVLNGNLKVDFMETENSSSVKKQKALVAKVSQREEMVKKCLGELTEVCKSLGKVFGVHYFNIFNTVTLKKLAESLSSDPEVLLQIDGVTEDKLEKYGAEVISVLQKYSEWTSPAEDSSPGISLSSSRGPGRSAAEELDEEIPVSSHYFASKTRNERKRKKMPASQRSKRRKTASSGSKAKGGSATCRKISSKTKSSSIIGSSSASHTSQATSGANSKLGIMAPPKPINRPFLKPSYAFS
POLH inh: qHTS for Inhibitors of Polymerase Eta. DNA polymerase eta (Homo sapiens), Q9Y253. Potency, µM (series often up to 114 µM), without a hit: top-dose activity change, negative = inhibition, most hits filed as inhibitors. 1.2% of 390,000 active. recombinant Pol eta, fluorescent DNA replication assay; note: potency is the fitted concentration of half-maximal effect; % is set by controls: 0 for no effect and ±100 for the full control effect
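Fluorescent replication assay: 50 nM final substrate added after a 15 min room-temperature compound preincubation with 10 nM enzyme. Signal taken at 0 min and again at 10 min.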
Pol kappa inh: qHTS for Inhibitors of Polymerase Kappa. DNA polymerase kappa (Homo sapiens), Q9UBT6. purified Pol kappa, fluorescent DNA synthesis assay, 10 min. Potency, µM (doses to about 107 µM), for inactives: at the highest dose activity, negative = inhibition, usual class: inhibitors. 0.53% of 400,000 active. AID 588579, 2011; note: potency is the fitted concentration of half-maximal effect; % is set by controls: 0 for no effect and ±100 for the full control effect
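10 nM Pol kappa preincubated 15 min at room temperature with compounds, then reaction started with substrate at 50 nM final. Fluorescence read kinetically at 0 and 10 min; buffer-only wells served as negative control.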
LDHA inh: qHTS assay for inhibitors of human lactate dehydrogenase; AID 1347041, 2019; purified LDHA, NADH/diaphorase-resazurin fluorescence; hits give low values; L-lactate dehydrogenase A chain (Homo sapiens), P00338; 0.15% of 480,000 active; activity change, % (values are at about 110 or 230 µM); in the data active = activity change below about -30%; inconclusive = mostly about -25% to -30%;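 note: plate controls were DMSO wells for no effect and wells without enzyme for full effect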
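Resorufin fluorescence (ex540/em590), read at 0 and 20 min after diaphorase/resazurin addition, reports the NADH left after a 5 min room-temperature reaction of 2 nM human LDH5 with 0.06 mM NADH and 0.2 mM pyruvate.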
Pol beta inh: qHTS Assay for Inhibitors of DNA Polymerase Beta. P06746. 1.3% of 340,000 active. Potency, µM (highest dose often 114 µM), for inactives: at the highest dose activity change, negative = inhibition, hits mostly inhibitors. AID 485314, 2010. Pol beta primer extension/strand displacement, fluorescence kinetic; note: potency is the fitted concentration of half-maximal effect; % is set by controls: 0 for no effect and ±100 for the full control effect
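Pol beta (10 nM) was preincubated with compound for 15 min at room temperature. The reaction was then started with 50 nM substrate and read immediately and after a further 10 min at room temperature.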
Starred values were filed as active, the others as inactive; ? = inconclusive; nt = no result given; & = joins results of further samples; [ ] = remark or other dose. Unless noted, calls come from the whole dose curve; as a rule, active = well fitted curve in the direction sought with a large enough effect; inconclusive = small, poorly fitted or top-dose-only effect, or another doubt; inactive = no such curve, though single readings can be large; an effect the other way counts as inactive or inconclusive. Not all compounds are listed, so the mix of outcomes need not match the whole.

SMILES	Anesthetic bind	APEX1 inh	Glioma ERSR ind	Pol iota inh	BLM inh	POLH inh	Pol kappa inh	LDHA inh	Pol beta inh
CCN(C[C@H]1N[C@@](Cc2ccccc2)(C(=O)OC)[C@H]2C(=O)N(Cc3ccccc3)C(=O)[C@@H]12)C(=O)c1ccc(F)cc1	nt	29%	-4%	3%	nt	-18%	-7%	0	nt
CCOc1ccc2[nH]c(=O)c(CN(CCc3ccccc3)C(=O)c3cnccn3)cc2c1	-10%	1%	-3%	7%	-1%	1%	5%	-4	?
Cc1ccc2nc3c(cc(C(N)=S)c(=N)n3CCCOC(C)C)c(=O)n2c1	98%[activator]	8%	-5%	12%	-1%	3%	-14%	-1	19%
Cn1c(=O)c2c(ncn2CC(=O)NC(C)(C)C)n(C)c1=O	-7%	-5%	-3%	3%	1%	14%	-3%[60.1 µM]	5&0	6%
CC(C)(C)OC(=O)N1CCN(CCNC(=O)c2ccccc2)CC1	-5%	69%[activator]	-2%	-2%	-5%	-13%	13%	-2	1%
Cc1ccc(CCC(=O)Nc2ncc(Cc3cccc(Cl)c3Cl)s2)o1	-3%	0%	-5%	30%[activator]	1%	-13%	1%	-1	28%[57.1 µM]
COc1cc(C(=O)Oc2cc(C)[nH]c(=O)c2[N+](=O)[O-])cc(OC)c1OC	2%	16%	0%	?	0%	-1%	-20%	-4	10%
Cn1c(=O)c2c(nc(NCc3ccccc3)n2Cc2ccccc2)n(C)c1=O	-14%	nt	-2%	42%[activator]	-6%	-6%	-17%	3&-3	14%
CCNc1nc(NCC)nc(OCCOC(=O)COc2ccc(Cl)cc2Cl)n1	-12%	3%	1%	-10%	3%	-21%	-15%	2	-26%
COC(=O)c1c(C(=O)OC)c(-c2ccccc2)n2c1CS(=O)C2 (centres undefined)	4%	-4%	2%	-1%	-6%	-4%	-7%	-6	1%
CCOc1ccccc1/C=N/N1CCN(Cc2ccccc2)CC1	0%	4%	-2%	?	5%	1%	-9%	4	36%
Cc1cccc(NS(=O)(=O)c2cccc(C(=O)N3CCC3)c2)c1	nt	-6%	-2%	33%[activator]	nt	-10%	15%	1	nt
OC1(c2ccccc2F)CCN(Cc2nnnn2Cc2ccc(F)cc2)CC1	-10%	-1%	-6%	65%[activator]	-5%	-8%	4%	-6	2%
CCCCOn1c(C)c(C(=O)OCC)c2c3nonc3ccc21	nt	nt	-1%	0%	nt	-6%	-2%	0	nt
CCCn1c(Cc2ccccc2)nnc1SC(C)C(=O)NC1CC1 (centres undefined)	nt	37%	-3%	33%[activator]	nt	-27%	-13%	-2	nt
CC(=O)c1c(C)oc2c(Cl)cc(NS(=O)(=O)c3cc(C)c(C)cc3C)cc12	26%	nt	-2%	4%	0%	-8%	12%	2	22%
CC1CCN(Cc2ccc(-c3nn[nH]n3)cc2)CC1	7%	-1%	-5%	-19%	-3%	-4%	2%	-1	0%
Cc1cc2oc(=O)cc(CN3CCOCC3)c2cc1C	-3%	1%	3%	29%	-2%	-12%	6%	-14&-5	?
O=C1OC(Nc2nc3ccccc3s2)c2ccccc21 (centres undefined)	-21%	-5%	5%	-6%	-2%	-12%	-7%	0	-17%
CCOc1cc(/C=N/N=C2/NC(=O)C(CC(=O)O)S2)ccc1OS(=O)(=O)c1ccc(C)cc1 (centres undefined)	-10%	-2%	-5%	20%	2%	-8%	-6%	-4	25%
O=C(Nc1ccc(C(=O)O)cc1)/C(=C\c1ccco1)NC(=O)c1ccc(Br)o1	1%	-12%	3%	?	0%	50µM*	79µM*	0	?
Cn1c(NC(=O)c2ccc(Br)o2)cc(=O)n(C)c1=O	-4%	0%	2%	6%	-1%	?	-25%	2	1%
COc1ccc(/C=N/NC(=O)c2cc[n+]([O-])cc2)cc1O	-14%	38%	-4%	8%	-1%	-14%	2%	-1	0%
CCOc1ccc(-c2nnc(NC(=O)Cc3cc(OC)c(OC)c(OC)c3)o2)cc1	1%	50%	5%	24%	-2%	7%	0%	1	0%
CSc1ccc(CCNC(=O)C2CCN(c3nc4ccccc4nc3C(F)(F)F)CC2)cc1	4%	nt	-1%	-3%	-3%	-1%	-3%	-10	17%

Going on with the list:
SMILES	Anesthetic bind	APEX1 inh	Glioma ERSR ind	Pol iota inh	BLM inh	POLH inh	Pol kappa inh	LDHA inh	Pol beta inh
Cc1ccc(C(=O)NCCNc2ccc(Cl)cc2[N+](=O)[O-])o1	?	-7%	-2%	-1%	0%	-12%	-14%	3	29%
COC(=O)c1sc(NC(=O)c2cc(C)on2)nc1C	-7%	13%	1%	12%	-2%	3%	-14%	-8	10%
Clc1ccc(C(Cn2ccnc2)OCc2c(Cl)cccc2Cl)c(Cl)c1 (centres undefined)	nt	?	-5%	5%	nt	-18%	-7%	-6	nt
Cc1ccc(S(=O)(=O)N2CCN(S(=O)(=O)c3cccs3)CC2)cc1	-21%	18%	-7%	28%	-9%	-14%	-4%	-2	11%
COc1nc(NCCc2ccc(OC)c(OC)c2)nc(NC(C)(C)CO)n1	-2%	-1%	-5%	-5%	4%	-11%	-2%	-5	4%
COC(=O)C1=C(C)N(CC2CCCO2)C(=O)/C1=C\c1ccc(O)cc1 (centres undefined)	-20%	?	-2%	-6%	-3%	-12%	-3%	1	-1%
O=C(Nc1ccc(Cl)cc1)N1CCOC12CCCCC2	?	1%	2%	-2%	-8%	-6%	-2%	-5	-4%
COCCN1C(=O)c2oc3ccc(C)cc3c(=O)c2C12C(=O)N(C)c1ccccc12 (centres undefined)	-6%	nt	-3%	4%	-1%	-8%	-3%	-14	21%
CCn1c(SCC(=O)Nc2nccs2)nnc1-c1ccncc1	-4%	2%	-4%	7%	-1%	-13%	3%	2	17%
COc1cccc(NC(=O)Nc2cc(C(=O)NCC3CCCO3)ccc2N2CC3CC(C2)c2cccc(=O)n2C3)c1 (centres undefined)	-8%	84%[activator]	-1%	47%[activator]	2%	-9%	7%	0	-8%
c1ccc2[nH]c(CN3CCOCC3)nc2c1	-1%	4%	-3%	?	-4%	-10%	-5%	-9	0%
Cn1c(=O)c2sccc2n2c(CCCC(=O)NCCc3ccc(S(N)(=O)=O)cc3)nnc12	2%	15%	0%	60%[activator]	1%	-20%	0%	-4	77%
Cc1nn(Cc2ccccc2)c(C)c1NC(=O)CSc1n[nH]c(C)c1[N+](=O)[O-]	-3%	-2%	-6%	17%	4%	-16%	-2%	-5	0%
Cc1ccc(NS(=O)(=O)c2ccc(C(=O)NCc3cccnc3)cc2)cc1	-23%	31%	-1%	4%	-13%	-2%	-6%	-5	-19%
CCCc1cc(=O)oc2cc(C)cc(OCC(=O)NCc3ccccn3)c12	-5%	24%	-3%	34%[activator]	2%	-2%	4%	-4	18%
Cc1oc(-c2ccc(Cl)cc2)nc1CN1CCCC(C(=O)NCc2cccnc2)C1 (centres undefined)	-16%	-4%	-2%	16%	2%	-19%	2%	-7	5%
C=CCc1cccc(CNc2ccc(Br)cc2)c1O	?	-4%	2%	6%	-21%	-14%	-2%	1	-16%
COCCOC(=O)C1=C(C)Nc2ncnn2C1c1ccccc1 (centres undefined)	7%	8%	-4%	-6%	3%	5%	1%	-4	-14%
CC12CCC(C(=O)NCc3ccccc3Cl)(C(Br)C1=O)C2(C)C (centres undefined)	3%	3%	-3%	10%	1%	-5%	-16%	-3	4%
CS(=O)(=O)c1ccc2nc(NC(=O)c3cc([N+](=O)[O-])cc([N+](=O)[O-])c3)sc2c1	0%	6%	-4%	7%	-6%	-16%	-3%	-2	-28%
O=C(Nc1ccc(Br)cc1)c1ccc(Br)c(S(=O)(=O)NCc2ccccc2)c1	-5%	nt	-4%	-12%	-6%	-13%	-10%[60.1 µM]	-3	-12%
CS(=O)(=O)NCCSCc1ccco1	-18%	?	-1%	?	-8%	71µM*	?	1	40µM*
COc1ccc(N2CCN(CC(=O)Nc3nc4c(s3)CC(C)CC4)CC2)cc1 (centres undefined)	-16%	-5%	-4%	-1%	-8%	-8%	-17%	-2	-2%
CCOc1ccc(NC(=O)NCCN2CCN(c3ccccc3F)CC2)cc1	-16%&-3%	7%	-3%	11%&-8%	-3%&-1%	-8%	-19%[60.1 µM]	-1&-4	95%&-2%
O=c1c2ccccc2nc(SCc2cccc(F)c2)n1C1CCCC1	-7%	-8%	-6%	19%	-3%	-11%	-3%	-3	87%

Going on with the list:
SMILES	Anesthetic bind	APEX1 inh	Glioma ERSR ind	Pol iota inh	BLM inh	POLH inh	Pol kappa inh	LDHA inh	Pol beta inh
Cc1nc2sc(C(c3cccs3)N3CCN(c4ccccc4)CC3)c(O)n2n1 (centres undefined)	2%	-1%	-2%	26%	-2%	-9%	6%	2	-10%
Cc1ccc(NC(=O)CSc2nnc(-c3cccs3)o2)cc1S(=O)(=O)N1CCCCC1	-5%	-8%	1%	2%	-3%	-15%	-14%	-1	0%
COc1cc(NC(=O)CSc2nc3ccccc3nc2Cc2ccc(Cl)cc2)cc(OC)c1	38%[activator]	nt	-3%	14%	-4%	-6%	0%[60.1 µM]	5	8%
Cc1ccc(CSc2nnc(NC(=O)Cn3cnc4ccccc4c3=O)s2)cc1	-9%	4%	3%	-1%	-5%	-13%	13%	4	4%
CCn1c(=O)c(C(=O)NCCN2CCCCC2)c(O)c2ccccc21	-16%	-7%	-6%	?	20%	-5%	-20%	13	-7%
Nc1ccc2oc(-c3ccc4nc[nH]c4c3)nc2c1	52%[activator]	18%	-4%	13%	-1%	-5%	-23%	-4	-9%

Of the compounds above, these have a tert-butyl group:
SMILES	Anesthetic bind	APEX1 inh	Glioma ERSR ind	Pol iota inh	BLM inh	POLH inh	Pol kappa inh	LDHA inh	Pol beta inh
Cn1c(=O)c2c(ncn2CC(=O)NC(C)(C)C)n(C)c1=O	-7%	-5%	-3%	3%	1%	14%	-3%[60.1 µM]	5&0	6%
CC(C)(C)OC(=O)N1CCN(CCNC(=O)c2ccccc2)CC1	-5%	69%[activator]	-2%	-2%	-5%	-13%	13%	-2	1%
